inhibitors of VEEV = inhibitors of VEEV TC-83 cytopathic effect, confirmation, Vero cells (AID 588727); Vero cells, VEEV TC-83 cytopathic effect inhibition; higher % means a stronger effect; one-dose inhibition, % at 20 µM; IC50 in µM for titrated hits; 350,000 compounds, 0.13% hits; in the data active = a potency from the dose series; inconclusive = inhibition mostly from about 14% at the one dose, without a potency; inactive = the rest, 99 in 100 with inhibition below about 12%; note: strong numbers were not always called active
M. tuberculosis HTS = M. tuberculosis growth inhibition, HTS (AID 449762) | M. tuberculosis H37Rv growth inhibition, 7H9 media; higher % means a stronger effect | inhibition, % at 25 µM, or IC50 in µM where a hit was titrated | 330,000 compounds, 0.59% hits; in the data active = a potency from the dose series; inconclusive = inhibition above about 70% without an active follow-up result;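 note: bacterial growth assessed after seven days of incubation; strong numbers were not always called active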
H1N1 NS1A inhibition = NS1A inhibition, H1N1 influenza, cell based functional assay (AID 504329); 340,000 compounds, 0.3% hits; one-dose inhibition, % at 12.5 µM; IC50 in µM for titrated hits; NS1A functional cell-based assay, percent inhibition; higher % means a stronger effect; in the data active = a potency from the dose series; inconclusive = inhibition above about 27% without an active follow-up result; note: strong numbers were not always called active
PhoP GFP inhibition = PhoP regulon inhibitors, Salmonella typhi PhoP promoter GFP reporter, confirmatory (AID 1850) | Salmonella Typhi PhoP-promoter GFP reporter, fluorescence, 4 h; higher % means a stronger effect | inhibition, % at 50 µM, or IC50 in µM where a hit was titrated | 310,000 compounds, 0.33% hits; in the data active = a potency from the dose series; inconclusive = inhibition mostly from about 25% at the one dose, without a potency; inactive = the rest, 99 in 100 with inhibition below about 19%;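 note: 0% = induced wells with vehicle and 100% = uninduced wells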
tuberculosis growth = growth inhibition of non-replicating M. tuberculosis (AID 488890); Mycobacterium tuberculosis non-replicating, growth inhibition; higher % means a stronger effect; inhibition, % at 25 µM, or IC50 in µM where a hit was titrated; 320,000 compounds, 0.39% hits; in the data active = a potency from the dose series; inconclusive = inhibition mostly from about 82% at the one dose, without a potency; inactive = the rest, 99 in 100 with inhibition below about 76%;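 note: plate controls were DMSO cells for no effect and high antibiotic wells for full effect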
inhibitors of VEEV 10K pilot screen = recorded beside inhibitors of VEEV, whose call it bears; inhibition, %; measured here: 10K pilot screen inhibition
An asterisk follows results filed as active; i = inactive; ? = inconclusive; . = not tested or not shown.

Start of the listing, in advance (3 entries):
SMILES | inhibitors of VEEV | M. tuberculosis HTS | H1N1 NS1A inhibition | PhoP GFP inhibition | tuberculosis growth | others
CCOc1ccccc1N1CCN(C(=O)c2ccc(-c3ccc(OC(C)=O)cc3)cc2)CC1 | 3.1% | ? | 4% | 2% | 40%
O=C(CSc1nnc2c(n1)[nH]c1ccccc12)Nc1cccc(S(=O)(=O)N2CCOCC2)c1 | 1.8% | 8% | -4% | -1% | 0%
COC(=O)c1c(C)[nH]c(C(=O)OCC(=O)NCC(C)C)c1C | 1.3% | 1% | -2% | 5% | 6%

This part in full (from the top)
SMILES | inhibitors of VEEV | M. tuberculosis HTS | H1N1 NS1A inhibition | PhoP GFP inhibition | tuberculosis growth | others
CCOc1ccccc1N1CCN(C(=O)c2ccc(-c3ccc(OC(C)=O)cc3)cc2)CC1 | 3.1% | ? | 4% | 2% | 40%
O=C(CSc1nnc2c(n1)[nH]c1ccccc12)Nc1cccc(S(=O)(=O)N2CCOCC2)c1 | 1.8% | 8% | -4% | -1% | 0%
COC(=O)c1c(C)[nH]c(C(=O)OCC(=O)NCC(C)C)c1C | 1.3% | 1% | -2% | 5% | 6%
COc1ccc(Br)cc1/C=C\C(=O)NCc1cccnc1 | i | 17% | 2% | 3% | 21%
O=C(NCCN1CCCCCC1)C1CCN(S(=O)(=O)N2CCOCC2)CC1 | i | -7% | 22% | 6% | 9%
O=C(OCc1ccccc1Cl)c1ccc(-n2cnnc2)cc1 | 0.5% | -12% | -7% | -13% | 17%
O=C(CN1CCN(Cc2ccc3c(c2)OCO3)CC1)Nc1ccc2c(c1)OCO2 | 2.4% | -3% | 3% | 3% | -3%
COc1cc(C2NC(=O)NC(c3ccccc3)=C2C(C)=O)c(Br)c(Br)c1O (centres undefined) | 0.1% | 9% | -2% | -4% | -2%
Fc1ccc(CNC(=S)NCc2ccccc2)cc1 | 0.3% | 0% | 13% | 7% | ?
Cc1ccc(-c2csc(NC(=O)c3ccco3)n2)cc1C | 1.4% | 26% | 0% | -1% | 31%
Fc1ccc(N2CCN(Cc3nnc(-c4ccccc4)o3)CC2)cc1 | i | 3% | 10% | -10% | i
C/C(=N\NC(=O)C1CC1)c1cccc(NC(=O)c2cccc(Cl)c2)c1 | . | -3% | . | -15% | 6%
Cc1cc(OCCn2cc(/C(N)=N/O)c3ccccc32)ccc1Cl | 1.6% | 0% | 1% | 11% | -6%
Cc1c(OC(=O)c2ccc([N+](=O)[O-])cc2)c2c(c[n+]1C)COC(C)(C)OC2 | 0.2% | 31% | -7% | -2% | 49%
COc1ccc(CCNS(=O)(=O)c2cccc3nsnc23)cc1OC | 1.3% | -7% | 3% | 0% | -9%
O=C(O)c1ccccc1 | i | -1% | 3% | . | -9%
Cc1c(C)c2ccc(OCC(=O)Nc3ccc(S(N)(=O)=O)cc3)c(C)c2oc1=O | 0.5% | 10% | -6% | 1% | 11%
Cc1cc(Cl)c(S(=O)(=O)NC(C(=O)O)C(C)C)cc1OCC(=O)NC1CCCCC1 (centres undefined) | i | -12% | 4% | -1% | -5%
Cc1cc([N+](=O)[O-])nn1CC(=O)NNC(=S)Nc1ccc(Cl)cc1 | i | 1% | 4% | 1% | 24% | inhibitors of VEEV 10K pilot screen=0.9
CCc1sc(C(=O)NCc2ccco2)cc1Br | 1.1% | 0% | 1% | -1% | 76%
O=C(NC1CC1)C1=C[C@@H](C2CCCCC2)C[C@@H](OCc2ccc(CO)cc2)O1 | 26% | 1% | -13% | -6% | 14%
O=C(NC1CCCC1)C1(c2ccccc2)CCN(S(=O)(=O)c2ccccc2)CC1 | i | 0% | -2% | -16% | 8%
Clc1ccc(CNCc2cccs2)cc1Cl | 0.4% | 2% | -4% | 32µM* | 17%
CCNS(=O)(=O)c1ccc(NS(C)(=O)=O)cc1 | i | -5% | 18% | 2% | 0%
O=C(c1ccc(F)cc1)N1CCC(C(=O)N(Cc2ccccc2)c2ccccc2)CC1 | 0.9% | 1% | -9% | . | 30%
Other entries
SMILES | inhibitors of VEEV | M. tuberculosis HTS | H1N1 NS1A inhibition | PhoP GFP inhibition | tuberculosis growth | others
O=c1[nH]c(-c2ccc3c(c2)OCO3)nc2c1sc(=S)n2-c1ccccc1 | 1.8% | 3% | -4% | -4% | 11%
Oc1cccc2ccc(/C=C/c3ccccc3Br)nc12 | i | ? | -10% | -15% | ?
CCNC(=O)COc1ccc(S(=O)(=O)Nc2ccccc2)cc1 | 4.1% | -3% | 1% | -8% | 3%
NC(=S)Nc1cccc2cc3ccccc3cc12 | i | 61% | 4% | -6% | 33%
OC(COCc1ccccc1)Cn1cnc2ccccc21 (centres undefined) | i | 6% | -8% | 0% | 12%
Cc1ccc(OCCCCNC2CCCCC2)c(C)c1 | i | 1% | 1% | 0% | 75%
COc1ccc(C(=O)OCC(=O)N(C)C2CCS(=O)(=O)C2)cc1Br (centres undefined) | 1.8% | -8% | 0% | . | 1%
Cc1ccc(S(=O)(=O)NC2CC2)cc1[N+](=O)[O-] | i | -1% | -5% | -7% | -1%
CCN1C(=O)[C@H]2[C@@H](c3ccc(-c4cccc(Cl)c4)c(OC)c3)N3CCCC[C@@]3(C(=O)OC)[C@H]2C1=O | 1.8% | 4% | 18% | . | -5%
S=C(NCc1ccncc1)Nc1ccc(Cl)cc1 | i | -10% | -5% | -1% | 77%
CCOc1ccc(N2C(=O)CC(N3CCN(c4ccccc4OC)CC3)C2=O)cc1 (centres undefined) | 0.5% | -9% | -23% | 0% | 35%
O=C(N/N=C/c1ccc2c(c1)OCO2)c1cccnc1 | 0.5% | -4% | 11% | 5% | 1%
COc1ccc(C(=O)NC(C)CCCC(C)(C)O)cc1OC1CCN(C(C)=O)CC1 (centres undefined) | i | 6% | 0% | -5% | 5%
CC1Cc2ccccc2N1C(=O)C1CCCN(S(=O)(=O)c2cccc3cccnc23)C1 (centres undefined) | 7.3% | -8% | -1% | -10% | 37%
CC(Cc1ccc(Cl)cc1)N1CCC(n2nccc2NC(=O)C2CCCC2)CC1 (centres undefined) | 0.8% | -11% | 21% | 0% | 16%
NC(=O)NC(=O)COC(=O)c1ccc2c(c1)C(=O)N(Cc1ccccc1)C2=O | i | -2% | -6% | 21% | -5%
COc1ccc2c(c1)C1=NN(/C(C)=C\C(C)=O)C(c3ccccc3)C1CC2 (centres undefined) | 4.9% | 8% | 9% | 6% | 8%
O=C(CSc1ccccc1)Nc1nc2ccccc2[nH]1 | 8.1% | 6% | -7% | -4% | 0%
COc1cccc(CNC(=O)C2Cc3cc(S(=O)(=O)N4CCCC4)ccc3N2C(C)=O)c1OC (centres undefined) | i | 8% | 3% | -25% | 13%
COc1cccc(C2CC(c3cccs3)=NN2C(=O)CSc2nc3ccccc3o2)c1OC (centres undefined) | 7.7% | 5% | 8% | -2% | 11%
C=CCNC(=O)c1onc(CSc2ccc(F)c(F)c2)c1C(=O)NCC=C | 0.7% | 2% | 4% | 0% | -9%
Cc1ccc(C(=O)c2cn[nH]c2-c2ccccc2O)cc1 | 6.7% | -11% | 3% | -1% | 8%
Cc1c(NC(=O)C(C)OC(=O)CCc2c[nH]c3ccccc23)c(=O)n(-c2ccccc2)n1C (centres undefined) | 2.1% | -2% | -10% | -4% | 8%
CCCC(=O)Nc1ccc(NC(=O)c2cc3ccccc3o2)c(OC)c1 | 0.9% | 3% | -5% | 1% | 16%
O=C(CCS(=O)(=O)c1cccc2nonc12)N1CC(=O)N(CCc2ccccc2)C(=O)C1 | 1.7% | -6% | 8% | 8% | -10%

Of the compounds above, these contain bromine:
SMILES | inhibitors of VEEV | M. tuberculosis HTS | H1N1 NS1A inhibition | PhoP GFP inhibition | tuberculosis growth | others
COc1ccc(Br)cc1/C=C\C(=O)NCc1cccnc1 | i | 17% | 2% | 3% | 21%
COc1cc(C2NC(=O)NC(c3ccccc3)=C2C(C)=O)c(Br)c(Br)c1O (centres undefined) | 0.1% | 9% | -2% | -4% | -2%
CCc1sc(C(=O)NCc2ccco2)cc1Br | 1.1% | 0% | 1% | -1% | 76%
Oc1cccc2ccc(/C=C/c3ccccc3Br)nc12 | i | ? | -10% | -15% | ?
COc1ccc(C(=O)OCC(=O)N(C)C2CCS(=O)(=O)C2)cc1Br (centres undefined) | 1.8% | -8% | 0% | . | 1%

Later entries:
SMILES | inhibitors of VEEV | M. tuberculosis HTS | H1N1 NS1A inhibition | PhoP GFP inhibition | tuberculosis growth | others
CCOC(=O)c1c(C)[nH]c(N=Nc2ccccc2Cl)c1C | 3.0% | 45% | -6% | 7% | 31%
CN(Cc1ccccc1)C(=O)c1ccc(NC(=O)C2=CSCCO2)cc1 | 2.0% | 10% | -10% | -19% | 77%
O=C(O)CCCSCC(=O)Nc1ccccc1 | 2.6% | 2% | -1% | -2% | 3%
O=C(NCC1CCCO1)C1CC(=O)N(C2CCCC2)C1 (centres undefined) | 0.9% | -8% | 3% | -2% | -3%
COc1cc(/C=C2/SC(=S)N(CC(=O)Nc3nc4ccccc4s3)C2=O)cc(OC)c1OC | i | 0% | 12% | -5% | 23%
COc1cc(C(=O)OC2CCCCC2=O)cc(OC)c1C (centres undefined) | 1.2% | -19% | -3% | 3% | 6%
Cc1ccc(NC(=O)CCc2c(C)nn(-c3ccc(N4CCCCC4)nn3)c2C)cc1C | 9.8% | 3% | -5% | -9% | 44%
O=S(=O)(c1cccc2cccnc12)N1CCCc2ccccc21 | 2.8% | 7% | 13% | 6% | 20%
Cc1nn(-c2ccccc2)c(C)c1NC(=O)COC(=O)CCOc1ccccc1 | 0.2% | -4% | -2% | 0% | 13%
COc1ccc(-c2cc(-c3n[nH]c(=S)n3-c3cc(OC)ccc3OC)[nH]n2)cc1 | 4.2% | -8% | 8% | -8% | -14%
CCCCNS(=O)(=O)c1ccc(NS(=O)(=O)c2c(C)cc(C)cc2C)cc1 | i | -2% | 23% | -5% | 18%
Cc1ccc(Cn2c(NC(=O)c3ccco3)nc3ccccc32)cc1 | 0.5% | 40% | -2% | -18% | -1%
COc1ccc(C(=O)c2coc3ccc(O)c(CN(C)C)c23)cc1 | 1.1% | -5% | -7% | 2% | 26%
CC1CCCN(C(=O)CSc2cnc3ccccc3n2)C1 (centres undefined) | 0.1% | -7% | -8% | -7% | 43%
Cc1nc2cc(F)ccc2n1C1CCN(S(=O)(=O)c2ccccc2)CC1 | 5.6% | -1% | -7% | -3% | 14%
CC1=NN(c2cc(Cl)c(S(=O)(=O)O)cc2Cl)C(=O)C1 | 0.1% | . | -15% | . | .
CCOc1cc(NC(=S)NCC2CCCO2)c(OCC)cc1NC(=O)c1ccccc1 (centres undefined) | 1.0% | -11% | -2% | 1% | ?
CCOC(=O)N1CCN(S(=O)(=O)CCNC(=O)c2ccc(F)cc2)CC1 | 1.9% | -5% | 0% | -3% | -12%
Cc1cccc(-n2nc3c(c2NC(=O)c2ccco2)CSC3)c1C | i | . | 8% | -7% | .
O=C(C1=C[C@@H](C2CCCCC2)C[C@@H](OCc2ccc(CO)cc2)O1)N1CCOCC1 | 0.3% | 6% | 0% | -2% | -5%
Nc1c(C(=O)c2ccccc2)sc2nsc(SCCN3CCOCC3)c12 | 3.9% | 12% | . | -15% | 63%
CCn1cc(C(=O)Nc2ccc3c(c2)OCCO3)c2cc(OC)c(OC)cc2c1=O | 8.8% | -6% | 3% | -7% | -15%
CC1Cc2ccccc2N1C(=S)Nc1cccc(S(=O)(=O)N(C)C)c1 (centres undefined) | 9.8% | 8% | 1% | -45% | 74%
Cc1ccc(N(CC(=O)NCC2CCCO2)S(=O)(=O)c2ccc(Cl)cc2)cc1C (centres undefined) | 4.4% | -1% | -6% | 3% | 2%
Cc1cc(NC(=S)N(CCCN2CCOCC2)Cc2ccco2)ccc1Cl | 0.8% | 7% | 3% | -5% | 25% | inhibitors of VEEV 10K pilot screen=2.1
Remaining list, next part
SMILES | inhibitors of VEEV | M. tuberculosis HTS | H1N1 NS1A inhibition | PhoP GFP inhibition | tuberculosis growth | others
COc1cc(C)c(NC(=O)c2cccc(S(=O)(=O)N3CCCC3)c2)cc1OC | i | 1% | 6% | . | 3%
O=C(N/N=C/c1ccc([N+](=O)[O-])cc1)c1cccc(N2CCCC2=O)c1 | 1.0% | -8% | -4% | -4% | -5%
Cc1ccc(N(C(=O)Cc2cccs2)C2C=CS(=O)(=O)C2)cc1Cl (centres undefined) | 1.9% | -3% | 0% | -19% | -3%
O=C(Cc1ccc(S(=O)(=O)N2CCOCC2)s1)NCCc1ccc(F)cc1 | 1.7% | 1% | -6% | 5% | 21%
CC(=O)c1ccc(NC(=O)CSC(=S)N2CCCC2)cc1 | 1.2% | 3% | 0% | 2% | ?
C(#CCN1CCOCC1)CCCN1CCOCC1 | 0.7% | . | 11% | . | .

Source: PubChem BioAssay
